Source: PubChem BioAssay
MIN6 prolif – inducers of MIN6 beta-cell proliferation, primary screen, ATP luminescence, uHTS; actives 0.29% (n = 330,000); MIN6 cells proliferation, ATPlite luminescence, 48 h; cells starved in 0.2% serum; 100% = growth in 10% serum; proliferation, % at 10 µM; AID 2380, 2010;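 active = compounds whose signal lies at least 3.5 SD above the mean of all wells on their plate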;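 also: 0% = DMSO-treated cells in low-serum medium and 100% = 10% serum control; some compounds called inactive have numbers as strong as hits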
SENP8 block-1 – SENP8 protease inhibitors, primary screen, biochemical, luminescence | purified SENP8, Z-RLRGG-aminoluciferin cleavage | inhibition, % at 10 µM | actives 1.2% (n = 330,000) | AID 2540, 2010; in the data active = inhibition above about 50%
Target sequence (Q96LD8 whole entry, looked up): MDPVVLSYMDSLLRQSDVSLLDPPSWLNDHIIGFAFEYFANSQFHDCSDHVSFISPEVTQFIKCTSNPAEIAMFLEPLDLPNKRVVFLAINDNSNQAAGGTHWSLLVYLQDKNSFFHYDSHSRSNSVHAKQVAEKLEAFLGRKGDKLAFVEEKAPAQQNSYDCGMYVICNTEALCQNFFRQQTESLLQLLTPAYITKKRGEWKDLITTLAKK
SENP7 block – SENP7 protease inhibitors, primary screen, biochemical, luminescence, uHTS | actives 1.5% (n = 330,000) | Sentrin-specific protease 7 (Homo sapiens), Q9BQF6 | inhibition, % at 5 µM | AID 434973, 2010 | recombinant SENP7, Z-RLRGG-aminoluciferin luminescence, 40 min;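 active = inhibition above about 50% at the single test dose, limit read from the data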;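 also: plate controls were DMSO with enzyme for no effect and no enzyme buffer wells for full effect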
SENP6 block – SENP6 protease inhibitors, primary screen, biochemical, luminescence, uHTS. Recombinant SENP6 catalytic domain, aminoluciferin luminescence. AID 2599, 2010. Sentrin-specific protease 6 (Homo sapiens), Q9GZR1. inhibition, % at 10 µM. actives 1.8% (n = 330,000);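 active = inhibition above about 50% at the single tested dose, limit read from the data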;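 also: plate controls were DMSO wells with enzyme for no effect and DMSO wells lacking enzyme for full effect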
Target sequence (Q9GZR1 628-1112 limits assumed): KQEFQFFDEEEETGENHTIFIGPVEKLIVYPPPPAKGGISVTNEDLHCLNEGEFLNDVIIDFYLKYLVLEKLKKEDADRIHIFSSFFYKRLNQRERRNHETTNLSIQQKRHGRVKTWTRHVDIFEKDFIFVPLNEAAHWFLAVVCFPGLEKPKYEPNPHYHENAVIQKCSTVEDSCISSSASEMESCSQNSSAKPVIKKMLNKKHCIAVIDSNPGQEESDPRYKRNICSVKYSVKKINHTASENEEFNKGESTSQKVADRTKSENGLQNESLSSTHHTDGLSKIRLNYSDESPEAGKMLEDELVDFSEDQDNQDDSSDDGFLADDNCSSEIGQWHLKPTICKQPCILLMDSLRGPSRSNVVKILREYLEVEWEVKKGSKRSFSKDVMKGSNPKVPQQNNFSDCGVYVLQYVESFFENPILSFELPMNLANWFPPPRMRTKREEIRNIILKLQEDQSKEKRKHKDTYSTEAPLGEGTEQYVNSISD
PfGluPho inh – PfG6PD enzyme inhibitors, primary screen, biochemical, fluorescence intensity, uHTS; glucose-6-phosphate dehydrogenase-6-phosphogluconolactonase (Plasmodium falciparum 3D7); PfGluPho enzyme, NADPH resazurin-diaphorase fluorescence; inhibition, % at 20 µM; actives 0.78% (n = 350,000); AID 504690, 2011;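 active = inhibition reaching at least a set limit at 20 µM in the primary screen, cut at about 59% in these data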;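 also: 0% = DMSO wells with substrate and 100% = DMSO wells lacking glucose-6-phosphate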
HKDC1 inhibitor – HKDC1 hexokinase inhibitors, primary screen, biochemical, fluorescence, uHTS; Q2TB90; recombinant HKDC1, G6PDH/diaphorase resazurin coupled fluorescence; inhibition, % at 20 µM; actives 0.16% (n = 340,000);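 active = inhibition above about 35% when tested at 20 µM, limit read from the data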;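 also: plate controls were DMSO wells with enzyme for no effect and DMSO wells lacking enzyme for full effect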
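System: Recombinant HKDC1 hexokinase | Amount: HKDC1 at 5 µg/mL | Reagent: Glucose with 1 mM ATP | Doses: Single 20 µM dose | Incubation: Reaction time 90 min, room temperature, protected from light | Signal: Coupled resazurin fluorescence, excitation 525 nm, emission 613 nm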
SENP1 inh – human SENP1 catalytic domain inhibitors, primary screen, biochemical, FRET, uHTS; actives 0.21% (n = 360,000); AID 624204, 2012; inhibition, % at 10 µM; Sentrin-specific protease 1 (Homo sapiens), Q9P0U3; recombinant SENP1 catalytic domain, CyPet-SUMO1-YPet FRET cleavage;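 active = inhibition at least 30% at 10 µM, raw YFP signal under a set limit, fluorescence ratio 0.5 to 1.5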;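 also: 0% = enzyme with DMSO and 100% = no enzyme wells; some results filed as inactive read as strong as hits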
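Assay system: hSENP1 catalytic domain, recombinant. Amount: SENP1 enzyme, 20 pM final. Schedule: 50 min reaction, RT, dark. Technique: FRET, CFP and YFP emission. Control set: no-enzyme wells low, DMSO-plus-enzyme wells high control.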
SENP8 block-2 – human SENP8 protease inhibitors, primary screen, biochemical, fluorescence, Nedd8 protein substrate, uHTS | AID 602440, 2012 | Sentrin-specific protease 8 (Homo sapiens), Q96LD8 | inhibition, % at 20 µM | recombinant SENP8 | actives 0.64% (n = 360,000); in the data active = inhibition mostly above about 40%, no sharp cut-off; inactive = mostly below about 27%
UBC13 inh – UBC13 polyubiquitin chain formation inhibitors, primary screen, biochemical, TR-FRET, uHTS | AID 485273, 2010 | actives 0.47% (n = 330,000) | Ubiquitin-conjugating enzyme E2 N (Homo sapiens), P61088 | inhibition, % at 20 µM; in the data active = inhibition above about 45%, passing the limit was not always enough
Target sequence (P61088 whole entry, looked up): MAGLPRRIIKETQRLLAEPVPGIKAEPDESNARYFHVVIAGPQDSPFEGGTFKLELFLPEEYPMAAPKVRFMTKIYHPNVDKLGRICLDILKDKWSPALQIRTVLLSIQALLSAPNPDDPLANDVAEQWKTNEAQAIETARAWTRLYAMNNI
Active calls of the source: *; . = no result given; & = joins results of further samples.

SMILES	MIN6 prolif	SENP8 block-1	SENP7 block	SENP6 block	PfGluPho inh	HKDC1 inhibitor	SENP1 inh	SENP8 block-2	UBC13 inh
Cc1cc(C)c(C)c(OCC(=O)N2CCN(c3ccccn3)CC2)c1	-4	-14	-6	-3	-6	-5	0	-6	-14
O=C(Nc1cc(N2CCOCC2)ncn1)NC1(C(F)(F)F)Oc2ccc(Cl)cc2O1 (stereo not drawn)	-3	-8	7	-10	.	.	.	.	-5
Cc1ccc2c(c1)c(C)c(C)n2CC(O)Cn1nc(C)cc1C (stereo not drawn)	-3	1	5	-10	-2	-2	7	2	-3
Cc1cc(C)cc(NC(=O)/C(C#N)=C/c2cn(CC(=O)NCc3ccco3)c3ccccc23)c1	0	4	6	-18	-21	9	-25	-401	-14
O=C(CCCOc1ccccc1)N1CCN(c2ccccc2)CC1	0	1	-7	-2	-8	-3	2	14	4
CC(=O)NCC(=O)OCC(=O)c1ccccc1	1	8	0	3	1	-8	-1	9	2
O=C(CSc1cccs1)Nc1ccc2ccccc2c1	-2	0	2	1	-11	3	2	6	9
CCN(CC(=O)NCc1ccc(F)cc1)c1ccc(S(C)(=O)=O)cc1[N+](=O)[O-]	-1	-13	-4	8	-18	5	0	6	-8
Cc1c(NC(=O)CSc2nnc(C(C)N(C)C)n2-c2ccccc2)c(=O)n(-c2ccccc2)n1C (stereo not drawn)	.	.	.	.	-13	0	0	-2	.
Cc1nc(NNC(=O)c2ccccc2)cc(-c2ccccc2)n1	-3	-2	-2	-40	-2	-4	0	13	10
CC(O)c1ccc(-n2cnnn2)cc1 (stereo not drawn)	0	-4	-3	1	5	-8	-1	6	9
Cc1cc(C(C)(C)C)ccc1OCC(=O)N/N=C\c1c(C)n(C)n(-c2ccccc2)c1=O	-4	-4	-12	6	-11	1	0	-6	-16
COc1ccc(-c2nc(SC(CC(=O)NCCN3CCOCC3)c3cccs3)n[nH]2)cc1 (stereo not drawn)	-4	-4	-7	-5	-3	-5	3	33	-21
COCCn1c(SCC(=O)Nc2cccc(C(=O)OC)c2)nc2ccccc2c1=O	-3	-14	-3	-2	-1	-1	4	9	4
CC1(C)S[C@@H]2[C@H](NC(=O)[C@H](N)c3ccccc3)C(=O)N2[C@H]1C(=O)O	-1	6	3	2	-20&1	8&-2	-3&-1	-22&-12	-5
Cc1coc2c1c(C)cc1oc(=O)c(Cc3ccccc3)c(C)c12	2	-7	-3	-6	-6	-11	0	-267	12
Cc1ccc(-n2nc(C(=O)N3CCOCC3)cc2-c2ccc(Cl)cc2)cc1	1	-2	-5	1	60*	5	1	21	-4
CC(C)CCN(C(=S)Nc1cccc(C(F)(F)F)c1)C(C)c1ccccn1 (stereo not drawn)	-1	4	5	3	33	1	0	12	5
CCOc1cccc2sc(N(CCN(C)C)C(=O)c3ccc(Br)s3)nc12	-1	-6	-3	-25	-12	0	0	4	4
Cc1ccc(C(C)C)cc1OCC(=O)Nc1ccc(N2CCCCC2)cc1	-4	-6	-3	-7	16	3	0	11	-2
COC(=O)c1ccccc1NC(=O)CN1C(=O)NC2(CCCCCCC2)C1=O	-1	-4	-4	-9	-2	7	1	-11	-6
Cc1ccccc1NC(=O)COC(=O)c1cccnc1	-4	-1	5	-8	-18	-9	-4	4	-2
CCOC(=O)c1cc2c(=O)n3ccccc3nc2n(Cc2ccco2)c1=NC(=O)c1ccccc1OCC	-5	-6	-13	-8	11	-2	-32	-404	-7
O=C(c1ccc(Br)o1)N1CCC(c2nc3ccccc3[nH]2)CC1	-2	-1	-6	-10	14	-1	-3	-44	-5
CCOc1ccc(OCC(=O)Nc2ccc(OC)cc2[N+](=O)[O-])cc1	-1	-3	-6	-17	-1	-9	-3	9	7
Cc1ccc(-c2nnc(SCc3nc4ccccc4[nH]3)n2Cc2ccco2)cc1	1	-3	5	7	-4	-4	-14	-25	5
COc1cc(S(=O)(=O)NCC(c2ccco2)N2CCCCC2)ccc1NC(C)=O (stereo not drawn)	1	2	4	4	-1	-2	-2	6	0
[O-][n+]1c2ccccc2[n+]([O-])c2cc(O)ccc21	-2	11	14	34	6	16	12	18	-166
O=C(NCCSCc1ccco1)c1ccc(CN2CCOCC2)cc1	0	-4	10	-3	-17	-7	0	2	1
Cc1cc(C2C(C#N)=C(N)OC3=C2C(=O)CCC3)c(C)s1 (stereo not drawn)	-2	-2	1	-10	19	-4	-4	12	4
O=C(NCc1ccc(F)cc1)c1ccc(CS(=O)(=O)Cc2ccccc2F)o1	1	-3	0	-14	-5	3	1	12	5
O=C(NC(Cc1ccccc1)C(=O)OCC(=O)N1CCc2ccccc21)c1ccco1 (stereo not drawn)	3	-5	-4	-15	-3	8	0	28	4
CC(=NC1CC1)c1c(-c2ccccc2)[nH]n(-c2nc3ccccc3s2)c1=O	-1	3	-3	7	-25	4	-3	8	18
O=C(CSc1n[nH]c(=O)[nH]c1=O)N/N=C/c1ccccc1O	0	-7	0	-28	-35	-12	-1	-2	3
NS(=O)(=O)c1ccc(CCNCc2ccccc2OCc2ccc(F)cc2)cc1	-3	-16	-6	-27	-11	-5	1	10	8
N#Cc1c(NC(=O)Cn2c(=O)oc3ccccc32)oc(-c2ccccc2)c1-c1ccccc1	-6	6	-5	-14	-46	1	2	-425	2
Cn1c(Cc2ccc3c(c2)OCO3)nnc1SCC(=O)N1CCc2ccccc2C1	1	-4	-4	-9	1	-8	0	13	-3
CCOc1ccc(CN2CCN(c3ncnc4scc(-c5ccccc5)c34)CC2)cc1	-6	-1	-2	-7	26	6	-3	21	3
O=C(O)CCNc1ccc(Cl)cc1	-1	3	3	2	2	-7	3	28	5
CCCn1c(SCC(=O)c2cc(OC)ccc2OC)nc2c1c(=O)n(C)c(=O)n2C	.	.	.	.	6	-1	0	5	.
O=C(NNC(=S)Nc1ccccc1)c1cccnc1	-5	-1	10	-5	6	1	1	-412	-11
Cc1sc2nc(CSCC(=O)Nc3c(Cl)cccc3Cl)[nH]c(=O)c2c1C	0	-8	-2	-11	2	8	0	-143	14
O=C(O)c1ccc2c3c(cccc13)C(=O)N(OS(=O)(=O)c1ccccc1)C2=O	-4	42	34	60*	27	2	-7	-79	0
O=C(Nc1ccc(S(=O)(=O)NC2=NCCCCC2)cc1)c1ccc(C(F)(F)F)cc1	-1	-4	-9	-9	5	0	-1	28	-5
Cc1c(Cl)cccc1NC(=O)CSc1nnc(CCNC(=O)OC(C)(C)C)o1	-1	-2	10	-11	-3	-8	3	18	-11
COc1ccc(-c2nnc(N(C)C(=O)C3CCOC3)s2)cc1 (stereo not drawn)	-4	-4	5	14	3	-5	2	-5	0
Cc1ccc(-n2nc3c(N4CCC(C(=O)NCc5ccccc5C)CC4)nnc(C)c3c2C)cc1	-5	-9	10	-8	5	6	-6	-356	13
COc1ccc(-c2nnn(CC(=O)c3ccc4c(c3)OCCO4)n2)cc1OC	-1	4	-1	-1	-15	-1	2	8	-6
CCCC(C)NC(=O)C1c2ccccc2Oc2ccccc21 (stereo not drawn)	-3	-7	-11	-7	0	-4	3	14	-6
O=C(N/N=C/c1cn(-c2ccccc2)nc1-c1cc2ccccc2o1)c1ccccc1Br	-3	-7	5	8	-3	8	0	-44	1
CCN1CCN(C(=O)CN(c2cc(OC)ccc2OC)S(C)(=O)=O)CC1	0	-4	-9	-15	-5	-5	0	24	-12
CCC(=O)c1ccc(OCC(=O)N(C)CC(=O)Nc2cccc(F)c2)cc1	-2	-7	1	0	-21	0	2	4	7
O=C(CN1C(=O)C2C3C=CC(C4CC34)C2C1=O)Nc1cccc2ncccc12 (stereo not drawn)	0	-2	6	16	-8	-9	0	12	3
C[C@H](CO)N1C[C@H](C)[C@@H](CN(C)S(=O)(=O)c2cccs2)Oc2ccc(NC(=O)Cc3ccccc3)cc2C1=O	-3	5	4	8	4	-4	0	8	3
COc1ccc(/C=N/n2c(C)nnc2C)c(OC)c1OC	1	-8	-2	-23	-26	-5	0	2	6
CCOc1ccc2ccccc2c1C1NC(=O)N(C)C(C)=C1C(=O)OCCOC (stereo not drawn)	-2	7	-1	9	-11	-2	1	6	-3
COc1cc(C(=O)C(=O)c2ccc(OC)c(OC)c2)ccc1O	.	.	.	.	-29	-3	2	20	.
C/C(=N/NC(=O)CNC(=O)c1cccnc1)c1cccc([N+](=O)[O-])c1	-3	-10	-4	-7	-6	-5	-1	18	-12
CC(=O)Nc1cc(NC(C)=O)cc(C(=O)NCC2(N3CCOCC3)CCCCC2)c1	-3	2	5	-9	-1	1	-6	7	-3
COc1ccc(C2CC(c3ccc(OC)cc3)n3nc(NS(C)(=O)=O)nc3N2)cc1 (stereo not drawn)	-3	3	3	-9	-10	4	1	-16	0

A portion from the list above:
SMILES	MIN6 prolif	SENP8 block-1	SENP7 block	SENP6 block	PfGluPho inh	HKDC1 inhibitor	SENP1 inh	SENP8 block-2	UBC13 inh
Cc1cc(C)c(C)c(OCC(=O)N2CCN(c3ccccn3)CC2)c1	-4	-14	-6	-3	-6	-5	0	-6	-14
O=C(Nc1cc(N2CCOCC2)ncn1)NC1(C(F)(F)F)Oc2ccc(Cl)cc2O1 (stereo not drawn)	-3	-8	7	-10	.	.	.	.	-5
Cc1ccc2c(c1)c(C)c(C)n2CC(O)Cn1nc(C)cc1C (stereo not drawn)	-3	1	5	-10	-2	-2	7	2	-3
Cc1cc(C)cc(NC(=O)/C(C#N)=C/c2cn(CC(=O)NCc3ccco3)c3ccccc23)c1	0	4	6	-18	-21	9	-25	-401	-14
O=C(CCCOc1ccccc1)N1CCN(c2ccccc2)CC1	0	1	-7	-2	-8	-3	2	14	4

More results.
SMILES	MIN6 prolif	SENP8 block-1	SENP7 block	SENP6 block	PfGluPho inh	HKDC1 inhibitor	SENP1 inh	SENP8 block-2	UBC13 inh
COc1cc(/C=N/O)ccc1OCc1ccc(Cl)cc1	-4	43	59*	75*	.	.	.	.	8
CCN1C(=O)[C@H]2[C@@H](c3ccc(-c4ccc(OC)cc4)cc3)N[C@@](C)(C(=O)OC)[C@H]2C1=O	0	-14	-3	-18	1	-1	0	-491	10
COC(=O)c1sc(NC(=S)NNC(=O)c2c(Br)c(C)nn2C)c(C(=O)OC)c1C	-3	-6	-16	-10	61*	-5	-80	-66	-3
COc1cccc(/C=N/n2c(-c3n[nH]c4c3CCC4)n[nH]c2=S)c1O	-1	8	-3	6	43	8	-9	11	-7
COc1ccc(CCNC(=O)CCCn2c(=O)c3cccn3c3cccnc32)c(OC)c1OC	-2	-10	13	7	-8	-6	0	-30	-1
COc1ccc(Cl)cc1C(=O)NNC1CC(=O)N(Cc2ccc(Cl)cc2)C1=O (stereo not drawn)	0	-3	3	-12	6	-3	2	13	5
Clc1ccc(CO/N=C/c2c(-c3ccccc3)nc3n2CCS3)c(Cl)c1	-6	-13	-12	-1	15	2	0	-111	-14
